Source: PubChem (National Center for Advancing Translational Sciences (NCATS))
Akt phos inh: blocks phosphorylation of Akt | AID 651550 | activity change, % for hits at 50 µM | Neuro2A IGF-stimulated pAkt S473 HTRF, 20 min; active compounds read low | hit rate 0.32% among 360,000; in the data active = activity change below about -80%; inconclusive = mostly about -51% to -80%; note: % is set by controls: 0 for no effect and ±100 for the full control effect
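Neuro2A cells in DMEM with 0.5% FBS, overnight at 37 deg C, given compound at single 50 µM final, then IGF (6 nM final) for 20 min at 37 deg C. Lysed; phospho-Akt Ser473 by HTRF after 24 h, 665/615 ratio.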
PTHR1 ag: activates the human parathyroid hormone receptor PTHR1. Q03431. HEK293 GP2 PTHR1 cells, GloSensor cAMP luminescence, 1 h. Potency, µM (highest dose often 115 µM), for the others: top-dose activation, usual class: activators. hit rate 0.075% among 410,000; note: potency is the fitted concentration of half-maximal effect; nearly all actives have a fitted effect of over 55% in size; some results filed as inactive show a strong effect at the top dose; inactives centre near -15; many of its hits are not listed in these tables
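HEK-293-derived GP2 cells expressing PTHR1 and a GloSensor cAMP reporter, 3,000/well, plated overnight, given luciferin plus IBMX (each 0.5 mM as added) for 1 h at 37 °C, then compound for 1 h at 37 °C. Luminescence was read after 15 min at room temperature.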
Abeta rescue: compounds reversing amyloid beta toxicity in yeast. yeast expressing A-beta42, growth rescue, OD600, 48 h; response scale: 0% DMSO, 100% iron-clioquinol control. Potency, µM (doses to about 46.1 µM), without a hit: top-dose growth rescue, hits mostly activators. hit rate 0.063% among 410,000; note: potency is the fitted concentration of half-maximal effect; nearly all actives have a fitted effect of over 55% in size
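Yeast A-beta toxicity model in growth medium with pinned compounds, 48 h at 30 C; growth read as absorbance at 600 nm. Normalized to FeCl3/clioquinol equimolar mix (positive) and DMSO (negative).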
FUS suppressor: FUS proteinopathy suppression in yeast | S. cerevisiae FUS-expressing, growth rescue, OD600, 24 h | Potency, µM (highest dose often 76.6 µM), without a hit: top-dose growth rescue (activation), most hits filed as activators | hit rate 0.24% among 390,000 | AID 1347120;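 note: potency is the fitted concentration of half-maximal effect; plate controls were DMSO vehicle for no effect and reference control for full effect; nearly all actives have a fitted effect of over 55% in size; some results filed as inactive show a strong effect at the top dose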
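Yeast expressing FUS under galactose induction, OD 0.005 in 2% galactose medium; compounds in a dilution series, 24 h at 30C. Growth rescue by absorbance at 600 nm; CP55940 positive control, DMSO negative.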
GLP-1R inv ag: inverse agonists of human GLP-1 receptor; P43220; HEK293 GLP-1R CRE-luciferase, luminescence, 24 h; GLP-1R form is constitutively active; Potency, µM (highest dose often 38.3 µM), inactives show at the highest dose activity change, negative = inhibition, hits mostly inhibitors; hit rate 1.6% among 410,000; note: potency is the fitted concentration of half-maximal effect; % is set by controls: 0 for no effect and ±100 for the full control effect; nearly all actives have a fitted effect of over 55% in size
Target sequence (P43220 whole entry, looked up): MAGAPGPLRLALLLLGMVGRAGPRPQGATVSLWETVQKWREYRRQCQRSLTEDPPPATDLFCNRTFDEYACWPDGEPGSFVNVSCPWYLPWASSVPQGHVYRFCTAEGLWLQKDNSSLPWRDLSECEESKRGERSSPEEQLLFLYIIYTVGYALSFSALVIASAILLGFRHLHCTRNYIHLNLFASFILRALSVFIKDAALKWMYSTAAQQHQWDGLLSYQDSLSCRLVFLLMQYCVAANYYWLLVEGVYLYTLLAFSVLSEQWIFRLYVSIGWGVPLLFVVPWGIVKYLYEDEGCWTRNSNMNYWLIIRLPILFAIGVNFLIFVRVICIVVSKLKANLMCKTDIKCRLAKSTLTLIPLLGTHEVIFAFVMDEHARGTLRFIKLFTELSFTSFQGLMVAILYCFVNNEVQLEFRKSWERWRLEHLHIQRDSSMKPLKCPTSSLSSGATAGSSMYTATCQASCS
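Cells are plated, allowed 12 hours at 37 deg C, then treated with compounds for 24 hr before luciferase detection reagent is added and luminescence is read after 12 min at room temperature. The HEK293 line carries constitutively active GLP-1R with a cAMP-responsive reporter.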
aSyn rescue: alpha-synuclein toxicity inhibition in yeast; Yeast expressing alpha-synuclein, growth rescue, BacTiter-Glo, 24 h; hit rate 0.14% among 370,000; Potency, µM (doses to about 46.1 µM), inactives show at the top dose growth rescue (activation), most hits filed as activators; note: potency is the fitted concentration of half-maximal effect; % of control where 0% means no effect; nearly all actives have a fitted effect of over 65% in size
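Readout is rescue of growth in alpha-synuclein-expressing yeast, so inhibitors of toxicity appear as activators. Growth after 24 hr at 30 deg C in galactose medium is quantified by luminescence.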
TDP-43 yeast inh: inhibitors of TDP-43 toxicity in yeast | TDP-43 expressing yeast growth rescue, BacTiter-Glo, 24 h | Potency, µM (series often up to 46.1 µM), for inactives: at the highest dose growth rescue (activation), most hits filed as activators | hit rate 1.8% among 410,000; note: potency is the fitted concentration of half-maximal effect; % of control where 0% means no effect; nearly all actives have a fitted effect of over 50% in size
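Yeast cells expressing TDP-43 under galactose induction are exposed to compounds for 24 hr at 30 deg C. BacTiter-Glo luminescence measures growth, so protective compounds score as activators.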
DRD3 antagonist: antagonists of human D3 dopamine receptor | P35462 | D3R cells, DiscoveRx beta-arrestin luminescence, antagonist mode; active compounds read low | max response, negative = inhibition, % | hit rate 2.5% among 360,000 | AID 652054; in the data active = max response below about -50%; inconclusive = no clear call, values can overlap the other calls; note: % is set by controls: 0 for no effect and ±100 for the full control effect; mostly tested at two doses, the higher about 12 µM
Target sequence (P35462 whole entry, looked up): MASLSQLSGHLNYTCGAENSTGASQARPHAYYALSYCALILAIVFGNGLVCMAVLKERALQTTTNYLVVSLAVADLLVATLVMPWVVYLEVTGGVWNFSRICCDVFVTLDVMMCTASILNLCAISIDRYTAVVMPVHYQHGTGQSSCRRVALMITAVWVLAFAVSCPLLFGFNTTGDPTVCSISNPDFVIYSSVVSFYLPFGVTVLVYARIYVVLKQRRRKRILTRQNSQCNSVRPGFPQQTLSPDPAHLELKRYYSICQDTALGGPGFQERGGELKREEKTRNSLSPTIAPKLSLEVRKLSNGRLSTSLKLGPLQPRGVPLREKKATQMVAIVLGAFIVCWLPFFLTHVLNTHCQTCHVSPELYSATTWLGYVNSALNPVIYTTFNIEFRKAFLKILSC
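Cells expressing the human receptor were seeded at 1500 cells/well, incubated overnight at 37 degrees C in 5% CO2, then exposed to library compounds with dopamine controls for 90 minutes at 37 degrees C before luminescent detection.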
GLP-1R agonist: GLP-1 receptor (human) agonism; P43220; HEK293 GLP-1R CRE-luciferase, luminescence, 4-6 h; cells express a hypersensitive GLP-1R form; Potency, µM (top dose mostly 45.6 µM), inactives show at the top dose activation, most hits filed as activators; hit rate 0.007% among 380,000; note: potency is the fitted concentration of half-maximal effect; % of control where 0% means no effect
An asterisk follows results filed as active; i = inactive; ? = inconclusive; · = no result given; & = joins results of further samples; [ ] = dose if it differs, or a comment. Unless noted, calls come from the whole dose curve; as a rule, active = well fitted curve in the direction sought with a large enough effect; inconclusive = small, poorly fitted or top-dose-only effect, or another doubt; inactive = no such curve, though single readings can be large; an effect the other way counts as inactive or inconclusive.

Preview (six entries):
SMILES	Akt phos inh	PTHR1 ag	Abeta rescue	FUS suppressor	GLP-1R inv ag	aSyn rescue	TDP-43 yeast inh	DRD3 antagonist	GLP-1R agonist
CCOc1ccc2nc(N3CCC(C(=O)Nc4ccccc4CC)CC3)sc2c1	·	-63%[inhibitor]	-10%	-10%	16%	·	0%	·	·
N=c1nc(N2CCCCC2)cc(N)n1O	i	-10%&-28%	-26%&2%	-41%&-56%	6%&14%	-1%&13%&-2%	?	1&21	-6%&0%&4%
CN(C)S(=O)(=O)n1cc(/C=C(\NC(=O)c2ccccc2)C(=O)NCCCn2ccnc2)c2ccccc21	i	i	6%&-6%	20%&2%	17%&9%	0%&7%	2%&4%	-11	-5%&7%
COc1cc(C2Oc3cc(C4Oc5cc(O)cc(O)c5C(=O)C4O)ccc3OC2CO)ccc1O (centres undefined)	i	-79%[inhibitor]	-3%	0%	2%	1%	16%	28	-1%
O=C(O)c1cc(=O)c2ccccc2o1	i	i	0%	·	3%	1%	-9%	-24	8%&-9%
CC1O[C@@H](OCC2O[C@@H](Oc3cc(O)c4c(c3)OC(c3ccc(O)cc3)CC4=O)[C@H](O)[C@@H](O)[C@@H]2O)[C@H](O)[C@H](O)[C@H]1O (some centres undefined)	i	-15%	?	-15%	0%	-6%	8%	-58*	0%

Results, previewed entries included:
SMILES	Akt phos inh	PTHR1 ag	Abeta rescue	FUS suppressor	GLP-1R inv ag	aSyn rescue	TDP-43 yeast inh	DRD3 antagonist	GLP-1R agonist
CCOc1ccc2nc(N3CCC(C(=O)Nc4ccccc4CC)CC3)sc2c1	·	-63%[inhibitor]	-10%	-10%	16%	·	0%	·	·
N=c1nc(N2CCCCC2)cc(N)n1O	i	-10%&-28%	-26%&2%	-41%&-56%	6%&14%	-1%&13%&-2%	?	1&21	-6%&0%&4%
CN(C)S(=O)(=O)n1cc(/C=C(\NC(=O)c2ccccc2)C(=O)NCCCn2ccnc2)c2ccccc21	i	i	6%&-6%	20%&2%	17%&9%	0%&7%	2%&4%	-11	-5%&7%
COc1cc(C2Oc3cc(C4Oc5cc(O)cc(O)c5C(=O)C4O)ccc3OC2CO)ccc1O (centres undefined)	i	-79%[inhibitor]	-3%	0%	2%	1%	16%	28	-1%
O=C(O)c1cc(=O)c2ccccc2o1	i	i	0%	·	3%	1%	-9%	-24	8%&-9%
CC1O[C@@H](OCC2O[C@@H](Oc3cc(O)c4c(c3)OC(c3ccc(O)cc3)CC4=O)[C@H](O)[C@@H](O)[C@@H]2O)[C@H](O)[C@H](O)[C@H]1O (some centres undefined)	i	-15%	?	-15%	0%	-6%	8%	-58*	0%
CC(C)OCc1cc(CN2CCN(c3ccccc3)CC2)c(O)c2ncccc12	·	0%	-20%	-7%	?	·	-29%	·	·
Cc1scc2c1N(C(=O)CN1CCN(C)CC1)c1ccccc1NC2=O	i	-24%	0%	-32%	-2%	0%&10%	0%	8	10%&-4%
O=C(O)Cc1sc(-c2ccccc2)nc1-c1ccc(Cl)cc1	i	-9%	-7%	6%	?	-24%	-17%	-15	6%&-1%&4%
CCc1cccc(CC)c1NC(=O)CN(CC(=O)O)CC(=O)O	i	i	-21%	-42%	-1%	-7%	25%	1	5%
CCCCCCCCCCCCCCC[C@@H](O)[C@@H](N)CO	i	i	-51%[inhibitor]	-44%	-3%	-22%	15%	4	-2%
CC(=O)Oc1ccc2c(C)cc(=O)oc2c1	i	-4%	9%	-11%	21%	3%	-2%	62	0%
CCc1ccccc1OC[C@@H](O)CN[C@H]1CCCc2ccccc21	i	-56%[inhibitor]	-15%	-24%	?	2%	6%	-53*	-2%
Nc1c2ccccc2nc2ccccc12	i	6%&-12%	-1%&-3%	-38%&0%	?	13%&22%	-23%&8%	?	-26%&-28%&-7%
CC(C)NNC(=O)c1ccncc1	·	-7%	0%	-31%	1%	0%&-7%	22%	-1	0%&1%
Nc1ncnc2c1c(-c1ccc(Oc3ccccc3)cc1)cn2C1CCCC1	i	-52%[inhibitor]	-59%[inhibitor]	34%	?	-20%&-20%	-61%[inhibitor]	36	24%
COc1ccc(C(=O)c2ccccc2)c(O)c1	i	0%	-1%	13%	6%	2%	?	11	15%&11%
CCCC1(c2ccccc2)NC(=O)N(CC(=O)N(C)Cc2c(F)cccc2Cl)C1=O (centres undefined)	i	-20%	-8%	-2%	?	-6%	4%	1	3%
CCOC(=O)c1ccc(NC(=O)c2cc(=O)c3ccc(C)c(C)c3o2)cc1	·	-2%	2%	-4%	9%	·	0%	·	·
CCCCCCCCCCCCCCCC(O)C(N)CO (centres undefined)	i	-17%	-84%[inhibitor]	-38%	0%	-9%	-47%[inhibitor]	6	3%
CCCC(=O)O[C@]1(C(=O)COC(C)=O)CC[C@H]2[C@@H]3C[C@H](F)C4=CC(=O)C=C[C@]4(C)[C@@]3(F)[C@@H](O)C[C@@]21C	i	-18%	-1%	35%	-21%	10%	0%	9	-3%
CCC(C(=O)Nc1ccccc1N1CCCC1)c1ccccc1 (centres undefined)	i	-23%	-5%	·	?	1%	5%	2	-6%
Cc1nc2c3ccccc3nc(NNC(=O)CCC(=O)N3CCN(c4ccccc4F)CC3)n2n1	i	-2%&-20%	0%&-13%	25%&-11%	3%&3%	-1%	3%&4%	-16	1%
CC1(C)O[C@@H]2C[C@H]3[C@@H]4C[C@H](F)C5=CC(=O)C=C[C@]5(C)[C@@]4(F)[C@@H](O)C[C@]3(C)[C@]2(C(=O)CO)O1	i	-19%	2%	-31%	-37%	0%	21%	10	-3%
Cn1ccc2cc3c(cc21)CCN3C(=O)Nc1cccnc1	i	-35%[inhibitor]	-11%	?	10%	2%&4%	21%	?	5%&1%

Remaining list, next part.
SMILES	Akt phos inh	PTHR1 ag	Abeta rescue	FUS suppressor	GLP-1R inv ag	aSyn rescue	TDP-43 yeast inh	DRD3 antagonist	GLP-1R agonist
O=C1NC(=S)S/C1=C\C=C\c1ccc([N+](=O)[O-])o1	i	-27%	-92%[inhibitor]	18%	?	-73%[inhibitor]	?	?	-1%
O=[N+]([O-])c1cncn1CCN1CCOCC1	i	i	0%	·	10%	17%	21%	8	0%
Cc1c(C)n(Cc2ccccc2)c2ccc(C(=O)OCCN(C)C)cc12	i	i	-6%	20%	?	-4%	0%[9.22 µM]	-23	8%&28%
O=C(c1ccccn1)N(Cc1cccs1)C1(C(=O)NC2CCCCC2)CCCCC1	i	-14%	8%	9%	-26%	2%	10%	-1	9%
C/C(=N\NC(=S)NCc1ccccc1)C1CCCCC1	i	-22%	?	-10%	?	-3%	4%	-19	8%
CCCCN(CCCC)CCCOC(=O)c1ccc(N)cc1	i	i	-16%	-29%	-12%	-1%	9%	-20	2%
Cc1c(Cl)cccc1NC(=O)Cn1cc(C(=O)C2CCCCC2)c2ccccc21	·	-36%[inhibitor]	6%	2%	?	·	22%	·	·
C[C@@H]1C[C@H]2[C@@H]3CCC4=CC(=O)C=C[C@]4(C)[C@@]3(Cl)[C@@H](O)C[C@]2(C)[C@@]1(OC(=O)c1ccco1)C(=O)CCl	i	-34%[inhibitor]	-1%	-7%	?	6%	21%	-28	0%
COc1cc(N)c(Cl)cc1C(=O)N[C@H]1CCN(CCCOc2ccc(F)cc2)C[C@H]1OC	i	-23%	-15%	-16%	-17%	-2%	19%	-77*	0%
CN(C)CC/C=C1/c2ccccc2COc2ccc(CC(=O)O)cc21	i	-23%	-20%	-29%	3%	1%	15%	-21	-3%
Cc1cccc(Cc2c(C)nc3c(-c4ccccc4)c(C)[nH]n3c2=O)c1	·	-29%	-17%	6%	?	·	10%	·	-3%
COC(=O)N/N=C/c1c[n+]([O-])c2ccccc2[n+]1[O-]	i	i	-9%	-28%	9%	-4%	?	10	18%
CCCC(=O)O[C@]1(C(=O)CCl)[C@@H](C)C[C@H]2[C@@H]3CCC4=CC(=O)C=C[C@]4(C)[C@@]3(F)C(=O)C[C@@]21C	i	-22%	-26%	41%	?	-1%	19%	-22	-7%
Cc1cc(=O)oc2cc(O)ccc12	i	-15%	-9%	-15%	11%	-8%	12%	11	11%
O=C(O)Cc1cn(-c2ccccc2)nc1-c1ccc(Cl)cc1	i	-36%[inhibitor]	-8%	7%	10%	-24%	15%	9	-5%&0%
O=C(NC1CCN(CCc2c[nH]c3ccccc23)CC1)c1ccccc1	i	-30%[inhibitor]	-9%	20%	?	-7%	-19%	-103*	-3%&13%
CN[C@@H]1[C@H](O)[C@H](NC)[C@H]2O[C@@]3(O)C(=O)C[C@@H](C)O[C@H]3O[C@@H]2[C@H]1O	i	-4%	-1%	-31%	-4%	2%	13%	5	0%
CC(=O)OCC(=O)[C@@]1(O)CC[C@H]2[C@@H]3CCC4=CC(=O)C=C[C@]4(C)[C@@]3(F)[C@@H](O)C[C@@]21C	i	-3%	-11%	-28%	-26%	-2%	-7%	0	-1%
O=C(Nc1cc(-c2ccccc2)nn1-c1ccccc1F)c1ccc([N+](=O)[O-])cc1	i	i	-9%	-3%	?	0%	24%	?	-3%
CC[C@]12CCCN3CCc4c(n(c5ccccc45)[C@](O)(C(=O)OC)C1)[C@@H]32	i	0%	-15%	-24%	-23%	-1%	?	7	2%
Cc1ccc(C)c(Nc2nc3nonc3nc2Nc2cccc(C)c2C)c1	·	-83%[inhibitor]	-29%	8%	?	·	28%	·	·
CCOC(=O)c1sc(NC(=O)c2c(-c3ccccc3)c(-c3ccccc3)nn(C)c2=O)nc1C	·	i	-58%[inhibitor]	?	-26%	·	16µM*	·	·
CCCOc1ccc(C(=O)OCCN(CC)CC)cc1N	i	-11%	7%	-46%	?	3%	18%	16	4%&6%

An excerpt; rates above refer to the full screens.
